Bioassay records from PubChem.
Kir21 block = blocks the mouse Kir2.1 inward-rectifier potassium channel; HEK293-Kir2.1, FluxOR thallium flux fluorescence; hits give low values; actives 0.85% (n = 310,000); B-score at 10 µM; P35561;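 active = fluorescence ratio B-score at or below minus 3 SD of library scores, with starting-brightness B-score within 2 SD, cut at about -4.2 in these data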;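 also: channel flux triggered by added potassium and thallium sulfate stimulus; B-score of peak minus minimum fluorescence over baseline after thallium stimulus; more negative B-score means stronger Kir2.1 block with less thallium influx; some compounds called inactive have numbers as strong as hits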
Target sequence (P35561 whole entry, looked up): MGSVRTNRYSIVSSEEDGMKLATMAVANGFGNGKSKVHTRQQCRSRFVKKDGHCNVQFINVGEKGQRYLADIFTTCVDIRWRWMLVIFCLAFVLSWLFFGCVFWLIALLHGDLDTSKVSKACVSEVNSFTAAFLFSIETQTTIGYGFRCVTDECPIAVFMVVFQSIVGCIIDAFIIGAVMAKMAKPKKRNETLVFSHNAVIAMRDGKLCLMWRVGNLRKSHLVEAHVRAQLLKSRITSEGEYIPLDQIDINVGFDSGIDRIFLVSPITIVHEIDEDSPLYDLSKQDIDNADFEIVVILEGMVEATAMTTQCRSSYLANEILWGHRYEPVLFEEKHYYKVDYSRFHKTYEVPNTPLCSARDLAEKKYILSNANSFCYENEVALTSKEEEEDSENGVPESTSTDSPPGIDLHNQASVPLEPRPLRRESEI
CHT inh = inhibitors of human choline transporter CHT; B-score at 10 µM; AID 488975; Q9GZV3; CHT-expressing cells, membrane potential dye, choline response; hits give low values; actives 0.86% (n = 310,000);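 active = B-score over 3 SD under the library average, and starting fluorescence ratio not unusually high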;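 also: choline stimulus applied at its EC90 after an EC20 pre-addition; B-score computed on integrated fluorescence ratio after choline addition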
Target sequence (Q9GZV3 whole entry, looked up): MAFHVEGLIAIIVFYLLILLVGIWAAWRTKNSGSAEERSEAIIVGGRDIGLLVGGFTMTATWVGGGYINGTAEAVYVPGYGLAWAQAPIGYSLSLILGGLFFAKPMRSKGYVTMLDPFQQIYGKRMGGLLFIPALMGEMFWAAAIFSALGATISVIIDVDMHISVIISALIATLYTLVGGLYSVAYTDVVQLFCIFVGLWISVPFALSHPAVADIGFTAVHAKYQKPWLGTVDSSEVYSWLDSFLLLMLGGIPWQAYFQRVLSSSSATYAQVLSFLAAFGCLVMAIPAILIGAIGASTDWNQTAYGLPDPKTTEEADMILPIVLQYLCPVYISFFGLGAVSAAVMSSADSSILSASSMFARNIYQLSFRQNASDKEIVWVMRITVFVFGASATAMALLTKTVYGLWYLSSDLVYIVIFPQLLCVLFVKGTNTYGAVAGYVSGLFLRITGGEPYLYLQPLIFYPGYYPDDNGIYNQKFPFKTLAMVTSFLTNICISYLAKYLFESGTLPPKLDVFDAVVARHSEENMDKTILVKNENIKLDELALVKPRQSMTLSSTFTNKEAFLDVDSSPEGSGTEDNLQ
An asterisk follows results filed as active; i = inactive; . = not tested or not shown.

SMILES	Kir21 block	CHT inh
Cc1ccc(N(C(=O)c2ccc3c(c2)OCO3)C2C=CS(=O)(=O)C2)cc1 (stereo unspecified)	-0.12	i
CC(=O)OCc1nc2sc(C)c(C)c2c(=O)[nH]1	0.28	i
CCN(C(=O)c1cc2cc(OC)ccc2oc1=O)c1ccccc1	-0.24	i
c1ccc(Nc2nc(NCc3ccco3)c3ccccc3n2)cc1	-17*	i
CCOC(=O)c1c(NC(=O)c2nn(CC)cc2Br)sc(C)c1C	1.2	i
CC(=O)c1ccc(NS(=O)(=O)c2ccc(-c3cnc(C4CC4)o3)cc2)cc1	1.3	i
O=C(N=Nc1c(O)[nH]c2ccc(Br)cc12)c1cc(-c2cccc3ccccc23)n[nH]1	3.3	i
CCC(=O)NC(=S)Nc1c(C)cc(Br)cc1C	-0.56	i
Cc1ccc(NC(CC(=O)c2ccccc2)c2ccc(F)cc2)cc1 (stereo unspecified)	-0.2	i
CCCCN(C(=O)c1ccc(S(=O)(=O)N(C)C)cc1)c1nc2ccccc2s1	0.88	i
O=S(=O)(NCc1csc(-c2cccnc2)n1)c1ccc(F)cc1	-2.8	i
CC(=O)N/C(=C\c1ccccc1)C(=O)OC(C)C(=O)NCc1ccccc1 (stereo unspecified)	-1.9	i
COC(=O)c1ccc(/C=N/OCC(=O)NC2CCCCCCC2)cc1	1.9	i
Cc1ccc(C)c2[nH]c(=O)c(CN(Cc3ccco3)C(=S)NCC3CCCO3)cc12 (stereo unspecified)	-0.39	i
N#CCC(=O)N/N=C/c1cn(Cc2ccccc2C#N)c2ccccc12	0	i
COCCCNC(=O)COc1ccc(S(=O)(=O)Nc2ccccc2)cc1	-1.3	i
COc1ccc(OC)c(-n2cnc3cc(C(=O)O)ccc32)c1	0.92	i
O=C(NCCN1CCN(c2cccc(Cl)c2)CC1)C1CCCN(S(=O)(=O)c2cnc[nH]2)C1 (stereo unspecified)	.	i
Cc1ccccc1-c1nc(CS(=O)CC(=O)NCCCN(C)c2ccccc2)c(C)o1 (stereo unspecified)	-1.4	i
CC(=O)c1ccc(NC(=O)CCn2c(=O)oc3ccccc32)cc1	-0.01	i
COc1cccc(/C=N/NC(=O)c2c(-c3ccccc3)noc2C)c1O	-1.2	i
COc1ccc(NC2CCCN(C(=O)CCC(=O)c3ccc(F)cc3)C2)cc1 (stereo unspecified)	-0.67	i
Cc1ccc(Nc2c3c(nc4ncnn24)CC(C)CC3)cc1 (stereo unspecified)	0.06	-5.8*
CCOC(=O)C1CCN(C(=O)CN(Cc2ccc(Cl)cc2)S(C)(=O)=O)CC1	-0.99	i
O=C(NCCCn1ccnc1)c1ccccc1NS(=O)(=O)c1ccc(F)c(F)c1	-1.6	i

3 neighbouring entries out of the list so far, quoted:
SMILES	Kir21 block	CHT inh
c1ccc(Nc2nc(NCc3ccco3)c3ccccc3n2)cc1	-17*	i
CCOC(=O)c1c(NC(=O)c2nn(CC)cc2Br)sc(C)c1C	1.2	i
CC(=O)c1ccc(NS(=O)(=O)c2ccc(-c3cnc(C4CC4)o3)cc2)cc1	1.3	i

Going on with the list.
SMILES	Kir21 block	CHT inh
CCOC(=O)C(Cc1ccccc1)C(=O)Nc1nccs1 (stereo unspecified)	1.9	i
O=S1(=O)NC2CCCCCN2c2ccc(F)cc21 (stereo unspecified)	1.1	i
O=C(O)c1cc2c(cc1NC(=O)c1ccccc1C(F)(F)F)OCCCO2	0.07	i
CCC(CC)C(=O)Nc1cc(C(=O)NCCc2ccccc2)ccc1Cl	-1.7	i
O=C(Nc1cccc2cccnc12)c1cccc(N2C(=O)CCC2=O)c1	3	i
COC(=O)C(NC(C)=O)(Nc1nc(C)cs1)C(F)(F)F (stereo unspecified)	1	i
COc1cc(=O)n2c(n1)SCCC2	0.83	i
Cc1ccc(/C=N/n2c(-c3ccncc3)n[nH]c2=S)cc1	-0.57	.
O=C(NCc1ccccn1)c1ccc(Cn2cc(Br)cn2)o1	0.54	i
Cc1cc(C)c2nc(N(CCCN(C)C)C(=O)c3ccc4c(c3)OCCO4)sc2c1	-6.4*	i
O=C(CC1SC(N2CCCC2)=NC1=O)Nc1ccc(C(=O)N2CCN(c3cccc(Cl)c3)CC2)cc1 (stereo unspecified)	-0.01	i
CCCCn1nnnc1NCc1ccc(OC)c(OC)c1	-0.75	i
C=CCOC(=O)C1=C[C@H](c2cn(C(C)=O)c3ccccc23)C[C@H](OCCCCO)O1	-0.34	i
Cc1ccc(Cl)cc1N=C(N)N=C(N)N	0.5	i
CCC(C)NC(=S)Nc1ccccc1 (stereo unspecified)	0.68	.
CN(CC(=O)Nc1cccc(F)c1)C(=O)c1cccnc1Sc1ccc(Cl)cc1	-0.78	i
O=C(O)Cn1cc2c(n1)CCCC2	-1	i
N/C(=N\OS(=O)(=O)c1ccccc1)c1ccncc1	-0.47	i
CN(Cc1ccccc1)C(=O)CN1C(=O)COc2ccc(S(=O)(=O)N3CCCC3)cc21	-0.2	i
COc1ccc(C(=O)NCc2nc3ccccc3[nH]2)cc1OC	0.04	i
CC(SCC(=O)NC12CC3CC(CC(C3)C1)C2)C(=O)O (stereo unspecified)	2.6	i
CCn1c(SCc2ccc(F)cc2)nc2ccccc2c1=O	1.3	i
CC1CCCC(C)N1C(=O)COC(=O)c1cc([N+](=O)[O-])ccc1N1CCOCC1 (stereo unspecified)	-0.67	i
COc1cccc(C2C(C#N)=C(N)N(N(C)C)C3=C2C(=O)CC(C)(C)C3)c1 (stereo unspecified)	0.44	i
CCOC(=O)C1CCN(S(=O)(=O)c2ccc(-c3cc(C(F)(F)F)n(C)n3)s2)CC1	1.3	i

Full records as entered above. Screens in order: Kir21 block, CHT inh
Cc1cc(C)c2nc(N(CCCN(C)C)C(=O)c3ccc4c(c3)OCCO4)sc2c1 in the list: -6.4*, i
O=C(Nc1cccc2cccnc12)c1cccc(N2C(=O)CCC2=O)c1 in the list: 3, i
Cc1ccc(/C=N/n2c(-c3ccncc3)n[nH]c2=S)cc1 in the list: -0.57, .
CCCCn1nnnc1NCc1ccc(OC)c(OC)c1 in the list: -0.75, i
O=S1(=O)NC2CCCCCN2c2ccc(F)cc21 (stereo unspecified) in the list: 1.1, i

Continuation.
SMILES	Kir21 block	CHT inh
CS(=O)(=O)c1ccc2nc(NC(=O)c3ccccc3Br)sc2c1	1.3	i
O=C(O/N=C(/c1ccccc1)c1ccncc1)c1cccc(F)c1	-0.45	i
Cc1c(NC(=O)/C=C/c2ccc(S(=O)(=O)N3CCOCC3)cc2)c(=O)n(-c2ccccc2)n1C	1.2	i
Cc1c(C(c2ccc(Br)cc2)c2c(C)n(C)n(-c3ccccc3)c2=O)c(=O)n(-c2ccccc2)n1C	0.07	i
COC1CCCCC1Nc1cccc(SC)c1 (stereo unspecified)	-0.28	i
O=C(COC(=O)CCc1ccc(S(=O)(=O)N2CCCCC2)cc1)Nc1ccc2c(c1)OCO2	2.6	i
O=C(c1cccc(OC2CCN(Cc3ccc(F)cc3)CC2)c1)N1CCCC1	-3.7	.
O=C(NCC1CCCO1)/C(=C\c1ccccc1)NC(=O)c1ccccc1 (stereo unspecified)	0.15	i
O=S(=O)(NCc1ccccn1)c1ccc(Br)s1	-0.3	i
O=C(CN1C(=O)CCSc2ccc(S(=O)(=O)N3CCCC3)cc21)Nc1ccccc1	0.17	i
Cc1cccc(-c2nc(CS(=O)CC(=O)NC3CCCC(C)C3C)c(C)o2)c1 (stereo unspecified)	0.56	i
COC(=O)[C@H]1[C@@H](C)N(Cc2ccccc2)C(=O)N[C@H]1c1cccc(C(F)(F)F)c1	0.22	i
CCOc1ccc(N(Cc2ccc(OC)cc2)C(=O)c2ccco2)cc1	-0.78	i
COc1ccccc1Nc1nc(N)nc(CN2CC(C)CC(C)C2)n1 (stereo unspecified)	-1.3	i
CS(=O)(=O)N(CC(=O)Nc1ccccc1Sc1ccccc1)C1CCCCC1	0.47	i
Cc1ccc(NC(=O)C2C3/C=C\CCCCC32)cc1 (stereo unspecified)	-0.09	i
Cc1nc(N2CCCC2)c2nnn(Cc3ccccc3Cl)c2n1	0	i
CC(=O)N(c1cccc(C)c1)S(=O)(=O)c1ccc(Cl)cc1	-3.6	i
O=C(CCCc1ccccc1)NCc1cccnc1	2.2	i
COc1ccc(Cl)cc1-c1nc(-c2ccc(Br)o2)no1	-0.04	i
COc1cc(C2C(C(=O)c3cccs3)=C(O)C(=O)N2CCN2CCOCC2)cc(OC)c1OC (stereo unspecified)	-2.5	i
CN1CCc2ccccc2Cc2[nH]c3ccccc3c2CC1	.	i
O=C(c1cccs1)N1CCN=C1SCc1ccccc1	0.05	i
CC(C)OCCCNC(=O)c1ccncc1	0.14	i
COc1ccccc1N(C)S(=O)(=O)c1ccc(C(=O)Nc2ccncc2)cc1	-2.2	i
(continued)
SMILES	Kir21 block	CHT inh
O=c1[nH]c2ccc(Cl)cc2c(=O)n1Cc1ccco1	0	i
O=C(NC1CCCCCCC1)c1ccc(Br)cc1	1.7	i
O=C1c2ccccc2CN1C(CO)Cc1ccccc1 (stereo unspecified)	-0.81	i
O=C(c1ccc(Br)o1)N1CCN(Cc2ccccc2Cl)CC1	0.01	i
CCOc1ccc(NC(=S)Nc2ccc(C)c([N+](=O)[O-])c2)cc1	-0.28	i
O=C(O)c1cccc(N2C(=O)c3cc([N+](=O)[O-])cc4cc([N+](=O)[O-])cc(c34)C2=O)c1	-0.38	i
O=C(COC(=O)c1cc(S(=O)(=O)N2CCCCC2)ccc1N1CCOCC1)c1ccc(Cl)cc1	-1.6	i
CCN(CC(=O)Nc1ccc2c(c1)OCCO2)C(=O)/C=C/c1ccc(F)cc1	-0.86	i
CCCCCCCNC1=CC(=O)CC(c2ccccc2)C1 (stereo unspecified)	2.9	i
COCCN(CCOC)C(=O)Nc1ccc(Cl)cc1	0.03	i
O=C(O)c1sc2ncccc2c1OCc1ccccc1	0.39	i
COc1ccc(NC(=O)CCOc2ccccc2C)cc1S(=O)(=O)N1CCCCC1	-0.31	i
C=CCn1c(O)c(N=O)c2ccccc21	0.87	i
CC(C(c1ccc2c(c1)OCO2)c1c(N)n(C)c(=O)n(C)c1=O)[N+](=O)[O-] (stereo unspecified)	-0.59	i
COC(=O)CC1COc2ccccc2N1C(=O)c1ccc(Br)cc1 (stereo unspecified)	-0.19	i
COc1ccc(C2CC(=O)c3c([nH]c(C(=O)OC(C)C)c3C)C2)cc1OC (stereo unspecified)	-0.01	i
COc1ccc(N2CCN(CCCn3c(=S)[nH]c4ncccc4c3=O)CC2)cc1	-0.3	i
CCN(C(=O)COC(=O)c1nc(Cl)ccc1Cl)C1CCS(=O)(=O)C1 (stereo unspecified)	-0.95	i
C=CCNC(=O)COC(=O)c1ccccc1C(=O)N(C)C1CCCCC1	-0.72	i
O=C(O)CCC(=O)N1N=C(c2ccco2)CC1c1cccs1 (stereo unspecified)	0.03	i
O=c1cc(Cl)[nH]c(=O)n1CCNc1ncc(C(F)(F)F)cc1Cl	-0.34	i
O=C(NCc1ccco1)c1cccc(S(=O)(=O)N2CCc3ccccc32)c1	-0.7	i
CCOc1ccc(CCNC(=O)COC(=O)Cn2cnc3ccccc3c2=O)cc1OCC	-0.41	i
Cn1cc(C(=O)N/N=C/C2=C(N3CCOCC3)C(=C\c3ccccc3)/CC2)ccc1=O	0.49	i
COc1ccc(OCC(=O)NNC(=O)c2nn(C)c(=O)c3ccccc23)cc1	0.22	i

7 compounds picked at random from the list so far:
SMILES	Kir21 block	CHT inh
CCOc1ccc(NC(=S)Nc2ccc(C)c([N+](=O)[O-])c2)cc1	-0.28	i
O=c1[nH]c2ccc(Cl)cc2c(=O)n1Cc1ccco1	0	i
O=C(O)c1sc2ncccc2c1OCc1ccccc1	0.39	i
COc1ccc(OCC(=O)NNC(=O)c2nn(C)c(=O)c3ccccc23)cc1	0.22	i
CCN(CC(=O)Nc1ccc2c(c1)OCCO2)C(=O)/C=C/c1ccc(F)cc1	-0.86	i
O=C1c2ccccc2CN1C(CO)Cc1ccccc1 (stereo unspecified)	-0.81	i
CCOc1ccc(CCNC(=O)COC(=O)Cn2cnc3ccccc3c2=O)cc1OCC	-0.41	i

(more compounds)
SMILES	Kir21 block	CHT inh
COC(=O)c1ccc(-c2nc(-c3ccc(Br)o3)no2)cc1	0.53	i
Cc1cc(NC(=O)C2CC=CCC2C(=O)O)no1 (stereo unspecified)	-0.37	i
CC(Cc1cccs1)NC(=O)Nc1ccc([N+](=O)[O-])cc1 (stereo unspecified)	0.53	i
O=C(CSc1nc2ccccc2s1)Nc1ccc(Cl)c(S(=O)(=O)N2CCOCC2)c1	0.68	i
COc1ccc(-c2c(C)oc3c(CN4CCOCC4)c(O)ccc3c2=O)cc1OC	0.3	i
Cc1ccc(S(=O)(=O)Nc2cc(C(=O)NCCN(C)C)ccc2N2CCCCC2)cc1	.	-15*
O=C(N/C(=C\c1ccco1)C(=O)N1CCOCC1)c1ccc([N+](=O)[O-])cc1	-1.3	i
COc1ccccc1CCC(=O)NNC(=O)c1ccc(Br)cc1	-2.2	i
C=CCOc1ccc(C(=O)N(Cc2ccc(N(C)C)cc2)C2CCS(=O)(=O)C2)cc1 (stereo unspecified)	-0.02	i
COc1ccc(C)cc1S(=O)(=O)N(CC(=O)Nc1cccc([N+](=O)[O-])c1)c1ccc(C)cc1	-0.66	i
O=NN(CCc1ccncc1)c1ccc(OCc2ccccc2)cc1	0.01	i
O=C(O)c1ccc(N/N=C/c2ccc(-c3ccccc3Cl)o2)cc1	3	i
CC(C)S(=O)(=O)c1csc(NC(=O)Nc2cccc([N+](=O)[O-])c2)c1Cl	-0.62	i
COc1ccc(NC(=S)N2CCCC2)c(OC)c1	1.6	i
Cc1ccc(S(=O)(=O)N2CCCCC2)cc1C(=O)NCc1ccncc1	0.62	i
COC(=O)CNC(=O)CNC(=O)Nc1ccccc1Cl	0.03	i
Cc1cc(C)c(C(=O)CSc2n[nH]c(-c3ccncc3)n2)c(C)c1	0.77	i
CC1=CC(C)(C)n2c(O)c(N=NC(N)=S)c3cc(C)cc1c32	2.1	i
